# TEAD-YAP block: TEAD-YAP interaction inhibition; HEK-TIYL cells, TEAD-Gal4/YAP UAS-luciferase luminescence; inhibition, % at 9.12 µM; actives 1.4% (n = 640,000); AID 1259422; in the data active = inhibition above about 32%;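 also: 0% = median of test compound wells and 100% = reference inhibitor wells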
# GPR151 activ: activates the human receptor GPR151; Q8TDV0; activation, % at 11.2 µM; actives 1% (n = 650,000); PathHunter beta-arrestin GPR151 cells, luminescence; in the data active = activation above about 4.9%;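 also: 0% = median of compound wells and 100% = cells with positive control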
# Target sequence (Q8TDV0 whole entry, looked up): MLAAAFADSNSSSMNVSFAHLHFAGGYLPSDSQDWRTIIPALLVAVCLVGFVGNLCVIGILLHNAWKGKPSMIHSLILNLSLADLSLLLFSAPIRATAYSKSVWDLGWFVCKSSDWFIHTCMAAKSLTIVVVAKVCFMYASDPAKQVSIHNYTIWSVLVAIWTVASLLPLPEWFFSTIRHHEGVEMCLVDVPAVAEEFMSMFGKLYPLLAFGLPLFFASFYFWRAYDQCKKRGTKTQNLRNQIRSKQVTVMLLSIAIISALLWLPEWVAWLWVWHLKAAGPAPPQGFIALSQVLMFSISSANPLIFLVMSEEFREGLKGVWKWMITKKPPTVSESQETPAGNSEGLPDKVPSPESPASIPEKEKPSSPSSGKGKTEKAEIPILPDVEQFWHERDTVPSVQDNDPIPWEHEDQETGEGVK
# MITF primary: blocks human microphthalmia-associated transcription factor | AlphaScreen MITF homodimerization, bead proximity signal | inhibition, % at 2.6 µM | O75030 | actives 0.91% (n = 650,000); in the data active = inhibition above about 50%;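 also: 0% = vehicle wells with protein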
# FBW7 act: activators of human E3 ligase FBW7. AlphaScreen FBW7–phospho-cyclin E peptide binding, activator screen. normalized activity (activation), % at 26.1 µM. actives 0.13% (n = 650,000). AID 1259310; in the data active = normalized activity above about 1.9%;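 also: purified mutant Fbw7 with reduced substrate affinity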
# An asterisk follows results filed as active.
SMILES,TEAD-YAP block,GPR151 activ,MITF primary,FBW7 act
CC(c1ccccc1F)n1cc(C(=O)NCC2CC2)nn1 (stereo unspecified),-10.6,1.1,14.9,0.2
CCN1CCN(C(=O)Cc2csc3nc(-c4ccc(Cl)cc4)cn23)CC1,-0.5,0.4,13.1,0.1
O=C(CCl)Nc1ccc(Cl)cc1C(=O)c1ccccc1,35.5*,1.9,9.7,0.2
COC(=O)C1=Nc2ccccc2/C1=C\c1c(O)n(-c2ccc(OC)cc2)c(=O)[nH]c1=O,3.9,0.4,2.0,-0.1
Cc1cc(I)ccc1NC(=O)CN(C)C(=O)Oc1ccccc1,0.2,-1.1,-3.6,0.0
COc1ccc(/C=C/c2cc(O)cc(O)c2)cc1,91.5*,-5.8,-2.8,-0.1
CCCCOC(=O)C1=C(N)OC(C)=C(C(=O)OC(C)(C)C)C12C(=O)Nc1ccccc12 (stereo unspecified),12.5,-0.3,2.9,0.1
CCN(CCNc1ccc([N+](=O)[O-])c2cccnc12)S(=O)(=O)c1ccc(Cl)cc1,7.7,4.6,11.2,-0.1
Cn1c(C(=O)N2CCC3(CC2)OCCO3)cc2c(=O)n3ccccc3nc21,-2.9,-0.5,-1.3,0.1
CCOc1ccccc1NC1=NC(C)(C)CS1,-6.0,0.9,16.9,0.5
O=C(Nc1cccc(Cl)c1)OC1CN2CCC1CC2 (stereo unspecified),-26.5,0.8,-2.1,-0.1
CC1CC(C)CN(C(=O)CN2C3CCC2CC(O)(c2cccnc2)C3)C1 (stereo unspecified),4.4,-1.0,0.2,-0.1
O=C1NC(=O)N(Cc2ccccc2)C(=O)/C1=C\c1ccc(SCc2ccco2)o1,7.4,-1.3,46.8,-0.3
CC1(C)CN=C(NCc2ccccc2Cl)S1,-49.1,0.2,2.9,0.4
CSc1ccc(C(=O)C2CCCN(Cc3ncc[nH]3)C2)cc1 (stereo unspecified),-4.9,0.6,-3.9,-0.1
COc1ccc(C(=O)CNC2CCCCCC2)cc1,-12.9,1.0,4.0,0.1
O=C(Cc1ccccc1)N1CCN(C2CC3CCC2C3)CC1 (stereo unspecified),-3.5,-1.3,24.3,-0.1
Fc1ccc(-c2csc3ncnc(N4CCN(CCOC(c5ccccc5)c5ccccc5)CC4)c23)cc1,7.4,0.9,5.7,0.0
O=[N+]([O-])c1cc(CN2CCN(c3ccccc3)CC2)ccc1O,9.4,-0.6,32.8,0.3
Cc1nn(Cc2ccccc2)c(C)c1C=O,-9.1,5.1*,-1.6,0.1

# 4 structures already listed, sorted by SMILES length, descending:
SMILES,TEAD-YAP block,GPR151 activ,MITF primary,FBW7 act
CCN(CCNc1ccc([N+](=O)[O-])c2cccnc12)S(=O)(=O)c1ccc(Cl)cc1,7.7,4.6,11.2,-0.1
CSc1ccc(C(=O)C2CCCN(Cc3ncc[nH]3)C2)cc1 (stereo unspecified),-4.9,0.6,-3.9,-0.1
Cc1cc(I)ccc1NC(=O)CN(C)C(=O)Oc1ccccc1,0.2,-1.1,-3.6,0.0
O=C(Nc1cccc(Cl)c1)OC1CN2CCC1CC2 (stereo unspecified),-26.5,0.8,-2.1,-0.1

# Rewritten as labelled records: entries from further up.
CC1CC(C)CN(C(=O)CN2C3CCC2CC(O)(c2cccnc2)C3)C1 (stereo unspecified)
  TEAD-YAP block: 4.4	GPR151 activ: -1.0	MITF primary: 0.2	FBW7 act: -0.1
O=C1NC(=O)N(Cc2ccccc2)C(=O)/C1=C\c1ccc(SCc2ccco2)o1
  TEAD-YAP block: 7.4	GPR151 activ: -1.3	MITF primary: 46.8	FBW7 act: -0.3

# Later entries
SMILES,TEAD-YAP block,GPR151 activ,MITF primary,FBW7 act
O=C(COc1ccccc1)N1CCN(Cc2cccc(F)c2)CC1,9.5,-0.9,44.9,0.1
CCOc1ccc(-n2c(=S)[nH]c3ccccc3c2=O)cc1,-10.8,-0.2,-8.2,0.1
CSCCC(NC(=O)c1ccco1)C(=O)OCC(=O)Nc1ccc(C#N)c(Cl)c1 (stereo unspecified),10.0,-1.6,4.6,0.6
CN1CCN(C(=O)Cc2ccccc2)CC1,1.9,1.5,7.8,0.2
Clc1cc(Br)ccc1NC1=NCCS1,-10.0,0.0,-4.6,-0.1

# Single records, from the list above:
# Listed for `CN1CCN(C(=O)Cc2ccccc2)CC1` = TEAD-YAP block: 1.9; GPR151 activ: 1.5; MITF primary: 7.8; FBW7 act: 0.2
# Listed for `O=C(COc1ccccc1)N1CCN(Cc2cccc(F)c2)CC1` = TEAD-YAP block: 9.5; GPR151 activ: -0.9; MITF primary: 44.9; FBW7 act: 0.1

# A portion of the library; rates above refer to the full screens.
